PV pol inh: poliovirus RNA polymerase inhibition. P03300. poliovirus polymerase elongation, fluorescence polarization; stronger effect = lower value. % elongation, % (compound at 16.7 µg/mL). hit rate 0.66% among 150,000; in the data active = % elongation below about 90%; note: some results filed as inactive read as strong as hits
Target sequence (P03300 1749-2209 limits assumed): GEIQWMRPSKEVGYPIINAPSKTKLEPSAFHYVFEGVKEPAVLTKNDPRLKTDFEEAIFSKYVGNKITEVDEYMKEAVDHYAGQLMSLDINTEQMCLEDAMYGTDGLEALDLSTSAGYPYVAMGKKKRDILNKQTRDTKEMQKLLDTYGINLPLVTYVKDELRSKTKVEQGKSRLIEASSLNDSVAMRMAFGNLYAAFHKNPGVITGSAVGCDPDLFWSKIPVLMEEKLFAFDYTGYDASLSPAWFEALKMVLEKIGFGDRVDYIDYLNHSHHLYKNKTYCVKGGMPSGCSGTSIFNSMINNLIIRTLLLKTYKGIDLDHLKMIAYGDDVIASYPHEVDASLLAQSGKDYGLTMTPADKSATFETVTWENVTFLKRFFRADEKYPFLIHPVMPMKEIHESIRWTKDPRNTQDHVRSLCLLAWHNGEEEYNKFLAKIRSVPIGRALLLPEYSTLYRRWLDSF
PV pol inh FP z-score: recorded beside PV pol inh, whose call it bears; z-score; measured here: FP z-score; hits read low
* = called active by the depositor; & = joins results of further samples. An excerpt; count on the stated rates, not on these rows.

Sequence of screens: PV pol inh, PV pol inh FP z-score
CC(C)[C@]12O[C@H]1[C@@H]1O[C@]13[C@]1(O[C@H]1C[C@H]1C4=C(CC[C@@]13C)C(=O)OC4)[C@@H]2O
  104&103, 1.1&0.9
CCOc1cc(/C=N/n2c(C)nnc2-n2nc(C)cc2C)cc(Br)c1O
  101, -0.1
CSc1cccc(NC(=O)C2CCCN2S(=O)(=O)c2ccccc2)c1 (stereo unspecified)
  103, 0.6
O=S(=O)(NCc1ccc(-c2cccs2)cc1)c1ccc(N2CCOCC2)nc1
  105, 0.4
Cc1cc(C)c(C(=O)COC(=O)c2ccc(O)cc2)c(C)c1
  100, -0.5
O=C(NCCNc1cccc2ccccc12)c1ccco1
  102, 0.1
O=C(Nc1ccc2c(c1)C(=O)NC2=O)c1ccccc1
  103, 0.3
COc1ccc(NC(=O)C(C)n2cccc2)cc1 (stereo unspecified)
  102, -0.4
Cc1cc(C#N)c(C)n1-c1ccc(Cl)cc1C(=O)c1ccccc1Cl
  103, 0.1
CC1Cc2ccccc2N1Cc1nc2ccccc2c(=O)[nH]1 (stereo unspecified)
  102, 0
CCOC(=O)Cc1csc(NC(=O)c2cccs2)n1
  101, -0.1
COc1ccc(CCN2CN=C(NS(=O)(=O)c3ccc(C)cc3)NC2)cc1OC
  101, -0.1
O=C(NCCc1ccccc1)c1ccc(CSc2nc3cccnc3n2Cc2ccccc2F)cc1
  104, -0.8
O=C(O)[C@H](Cc1ccc(O)cc1)N1C(=O)c2ccccc2C1=O
  100, -0.3
Cn1c(C(C#N)C(=O)c2n[nH]c(=O)c3ccccc23)nc2ccccc21 (stereo unspecified)
  104, 0.3
Cn1c(=O)cc(SCC(=O)Nc2ccccn2)c2ccccc21
  102, 0.8
Cc1nnc(N(C)C(=O)c2ccccn2)s1
  99, -1.2
Fc1ccc(Nc2c3c(nc4nncn24)CCC3)cc1
  108, 0
Cc1cccc(C(=O)Nc2ccc(-c3nc4ccccc4s3)c(C)c2)c1
  100, -1.6
CC1=C/C(=N/NC(=O)c2c[nH]c3ccccc23)CC(C)(C)C1
  103, 0.1
COc1ccc(C2CC(=O)CC(=O)C2)cc1
  101, 0
Cc1ccc(OCC(=O)Nc2ccc(Cl)c(-c3nc4ncccc4o3)c2)c(C)c1
  102, 0
O=C(COC(=O)c1ccco1)NCC1CCCO1 (stereo unspecified)
  99, -0.4
COc1cc(CNC(=O)c2cc3n(n2)CCCN(Cc2cccc(F)c2)C3=O)cc(OC)c1OC
  113, 1.3
CCn1c(=Nc2ccc(C)cc2)ccc2cc(C)ccc21
  100, -0.5
O=C(O)c1ccc(N=Cc2ccc(-c3ccc(Cl)cc3)o2)cc1
  111, 0.7
FC(F)(F)c1ccnc(=S)[nH]1
  101, -0.3
COc1ccc(-c2nc(CSCC(=O)N3CCN(c4ccccc4)CC3)c(C)o2)cc1
  99, -0.8
COc1ccc(-c2nnco2)cc1
  100, -0.5
CCc1cnc2c(c1SCC(=O)c1ccc(OC)cc1)c(=O)n(C)c(=O)n2C
  107, 0.2
COc1ccccc1N(C)C(=O)CCS(=O)(=O)c1ccc2c(c1)n(C)c(=O)c(=O)n2C
  101, -0.4
CN1CCN(c2ccc(NC(=O)COc3cccc4ccccc34)cc2)CC1
  105, 0.3
COC(CNC(=O)c1csc2c1CCCCC2)OC
  102, 0
CCOC(=O)C1=C(C)Nc2ccccc2N=C1NC(=O)Cn1c(=O)oc2ccccc21
  106, 0.4
O=C(CCNC(=O)c1ccco1)Nc1ccccc1
  100, -0.3
CCc1cccc(C)c1NC(=O)C(C)Sc1nc2c(c(=O)[nH]1)CCCC2 (stereo unspecified)
  104, -0.5
CCCN1C(=O)c2cc(C(=O)O)ccc2C1O (stereo unspecified)
  102, 0.7
O=c1[nH]c2ccc(S(=O)(=O)N3CCN(c4cccc(C(F)(F)F)c4)CC3)cc2[nH]1
  97, -1
CC(CN1CCCCC1)OC(=O)C1c2ccccc2Oc2ccccc21 (stereo unspecified)
  103, 0.2
C=CCN1C(=O)CN2c3ccccc3C(C)(C)C12C (stereo unspecified)
  107, 0.6
Nc1ccc2c(c1)OCCOCCOCCO2
  100, 0
CC(C)NS(=O)(=O)c1ccc2nc(NC(=O)c3cncc(Br)c3)sc2c1
  106, -0.5
Cn1c(C(=O)O)nc2ccccc21
  103, 0.8
CCC(=O)N1CCc2cc(S(=O)(=O)CCC(=O)Nc3cc(Cl)ccc3OC)ccc21
  90, -5.5
O=C(Nc1noc2c1COc1ccccc1-2)N1CCN(c2ccccc2F)CC1
  106, 2.1
Cc1ccc2nc(COC(=O)CNC(=O)c3ccc(Br)o3)cc(=O)n2c1
  97, -1
Cc1cc(C)c2c(-n3cccc3)c(C(=O)NCCCN3CCCCC3)sc2n1
  104, -0.8
O=C(NC1CCCCCCC1)C1CCCC1
  103, 1
Cc1nn(CC(=O)N2CCN(c3ccccc3)CC2)c(=O)c2cccn12
  108, 0
CCN1C(=O)/C(=C/c2ccc(C(C)C)cc2)NC1=S
  98, -0.5

Further compounds:
Sequence of screens: PV pol inh, PV pol inh FP z-score
CCOc1ccc(NC(=O)c2ccccc2NC(=O)CN2CCOCC2)cc1
  103, 0
COc1ccc(CN(C)c2ccc(-c3nc(C)no3)cc2[N+](=O)[O-])cc1
  111, 0.8
O=C(Nc1ccc(F)cc1OC(F)(F)F)N1CCC(O)CC1
  102, 0.3
CC(=O)N1CCN(S(=O)(=O)c2cccc(C(=O)NCCc3ccccn3)c2)CC1
  100, -0.2
COc1cc(CN(C(=O)COc2ccc(Br)cc2)c2ccccn2)cc(OC)c1OC
  102, -0.3
Cc1ccccc1OCC(=O)Nc1sc2c(c1C(=O)OC(C)C)CCCC2
  106, 0.1
COc1cc(/C=C/C(=O)O)cc(S(=O)(=O)N2CCc3ccccc32)c1OC
  101, -0.4
CCN(CC)Cc1nonc1C
  100, -0.6
CSc1nnc2n(/N=C/c3cc4c(cc3Br)OCO4)cnn12
  108, 0.6
S=C(NCC1CCCO1)NC1CCCCC1 (stereo unspecified)
  101, -0.3
CCC12CCCN3CCC4(c5ccc(OC)c(O)c5N(C(C)=O)C4CC1)C32 (stereo unspecified)
  107, 0.4
Cc1cccc(C(=O)NC2=NCC(C)S2)c1 (stereo unspecified)
  112, 0.6
CC(NC(=O)OCc1ccccc1)C(=O)Oc1ccc2c(=O)c(-c3ccc(F)cc3)coc2c1 (stereo unspecified)
  107, 0.5
Cc1ccc2onc(CNC(=O)Nc3ccccc3C)c2c1
  104, 0.9
O=C1C2=C(Nc3ccccc3SC2c2ccc(O)cc2)c2ccccc21 (stereo unspecified)
  98, -1.2
C=CCN1c2ccccc2NC(=O)C1CC(=O)Nc1ccc(C)cc1 (stereo unspecified)
  102, -0.4
O=C(NCCCN1CCN(c2ccccc2F)CC1)C1COc2ccccc2C1 (stereo unspecified)
  101, -1.3
COc1ccc(-c2cc3c(=O)n(CC(=O)NC4CCC(C)CC4)ncn3n2)cc1 (stereo unspecified)
  101, -1.5
CCN1C(=O)CSC1=Nc1ccccc1Cl
  100, -0.1
COc1ccc(-c2noc(CN(C(=O)NC3CCCCC3)C(C)C)n2)cc1OC
  105, 1

In the list so far, these have bromine:
Sequence of screens: PV pol inh, PV pol inh FP z-score
CCOc1cc(/C=N/n2c(C)nnc2-n2nc(C)cc2C)cc(Br)c1O
  101, -0.1
CC(C)NS(=O)(=O)c1ccc2nc(NC(=O)c3cncc(Br)c3)sc2c1
  106, -0.5
Cc1ccc2nc(COC(=O)CNC(=O)c3ccc(Br)o3)cc(=O)n2c1
  97, -1
COc1cc(CN(C(=O)COc2ccc(Br)cc2)c2ccccn2)cc(OC)c1OC
  102, -0.3
CSc1nnc2n(/N=C/c3cc4c(cc3Br)OCO4)cnn12
  108, 0.6

Continued:
Sequence of screens: PV pol inh, PV pol inh FP z-score
CC(C)CCNc1cc(-c2ccccc2)nc2nncn12
  100, -0.9
COC(=O)c1ccc(/C=N/OCC(=O)Nc2ccc3c(c2)OCCO3)cc1
  97, -1
O=C1c2ccccc2C(=O)N1CCOc1ncnc2c(Cl)cc(Cl)cc12
  106, 0.4
Cc1ccc2[nH]c(CSc3nnc(NC(=O)c4ccc(Cl)cc4)s3)cc(=O)c2c1
  100, -1.4
CCN(CC(=O)Nc1ccc(NC(C)=O)cc1)C(=O)Cc1ccccc1F
  107, 0.3
O=C(CSc1ncnc2sc3c(c12)CCCC3)c1ccccc1
  103, 0
CCCCC(=O)Nc1cccc(-c2cn3ccsc3n2)c1
  102, -0.1
COc1cc(OC)cc(C(=O)Nc2cccc(-c3nn4c(C)nnc4s3)c2)c1
  103, 0.8
NS(=O)(=O)c1ccc(-c2ccc(/C=C3\COc4ccccc4C3=O)o2)cc1
  151, 6.8
COC(=O)c1cccc(NC(=O)CC(C)C)c1
  100, -0.1

Profiles, looked up by structure:
Record of O=C1c2ccccc2C(=O)N1CCOc1ncnc2c(Cl)cc(Cl)cc12 = PV pol inh = 106; PV pol inh FP z-score = 0.4
Record of O=C(CSc1ncnc2sc3c(c12)CCCC3)c1ccccc1 = PV pol inh = 103; PV pol inh FP z-score = 0

The listing continues:
Sequence of screens: PV pol inh, PV pol inh FP z-score
Cc1c(C(=O)C(C#N)c2nc3ccccc3[nH]2)oc2c(Cl)cccc12 (stereo unspecified)
  106, 0.8
Cc1cc(C(=O)Oc2ccc3c(c2)OCO3)c(C)s1
  105, 0.3
NC(=O)COC(=O)c1c2c(nc3ccccc13)CCC2
  99, -0.9
CCCCN1CCc2nc(N3CCN(C)CC3)ncc2C1
  108, 0.4
Cc1csc2nc(COC(=O)c3ccc4c(c3)NC(=O)C3CCCN43)cc(=O)n12 (stereo unspecified)
  99, -0.5
Cc1cc(NC(=O)C2CC(c3ccc(Cl)cc3)=NO2)no1 (stereo unspecified)
  104, 0.4
Cc1cccc(N2COc3cc(C)c(Cl)c(C)c3C2)c1
  100, -0.4
CC(C)(C)NS(=O)(=O)Cc1ccccc1Cl
  101, -0.6
COc1ccc(CNC(=O)c2cc3c(=O)n(Cc4ccc(OC)cc4)ccc3nc2C)cc1
  104, -0.4
COCCNC(=O)N1c2ccccc2Sc2ccccc21
  103, 0.4

Remaining list, next part:
molecule,PV pol inh,PV pol inh FP z-score
O=C(C1CCN(Cc2cnn(-c3ccccc3)c2-n2cccc2)CC1)N1CCC2(CC1)OCCO2,100,-1.2
CN1C(=O)c2ccccc2C(C(=O)O)C1c1cccs1 (stereo unspecified),100,-0.7
COc1ccc(/C=N/n2c(=O)c3c(ncn3/N=C/c3ccc(OC)cc3)n(C)c2=O)cc1,101,0
COCC(C)NC(=O)c1ccccc1NS(C)(=O)=O (stereo unspecified),100,-0.9
CC(CCc1ccccc1)NC(=O)CSc1ccccc1Cl (stereo unspecified),101,0
COc1ccc(CCNC(=O)c2cc(-c3ccc(Cl)cc3)on2)cc1OC,102,-0.2
CCOc1ccc(Nc2nc(Nc3ccc(OCC)cc3)nc(SC3=NCCS3)n2)cc1,101,0.1
CCNCC(O)c1cccc(OC(=O)c2ccccc2C)c1 (stereo unspecified),101,0
O=C(NCc1ccccc1)c1cnn(-c2ccccc2)c1-n1cccc1,99,-2
CCOc1ccc(-c2nnc(SCC(=O)Oc3ccccc3)o2)cc1,97,-1.6
COc1cccc(-n2cc(C(=O)NCCc3ccc(S(N)(=O)=O)cc3)c3ccccc3c2=O)c1,101,0
O=C(CSc1nccn1Cc1ccc(Cl)cc1)Nc1ccc2c(c1)OCCO2,109,0.4
Cc1cc(=O)n2c(C(=O)Nc3ccc(Br)cc3)c(C(=O)Nc3ccccc3)sc2n1,108,0.3
CCCCOc1ccc(CNC(=O)c2ccc3c(c2)N(C)C(=O)C2CCCCN32)cc1 (stereo unspecified),103,-0.8
COc1ccc(C2=NOC(C(=O)NCC(C)C)C2)cc1 (stereo unspecified),100,0
CCNc1nc(NC(C)CC)nc(Oc2ccc(OCC)nn2)n1 (stereo unspecified),103,-0.2
COc1ccccc1CCNC(=O)C(=O)NCC(c1ccco1)S(=O)(=O)c1ccc(F)cc1 (stereo unspecified),110,0.6
Cc1cc(NC(=O)c2ccc(C)s2)n(-c2nc3ccccc3n2Cc2ccccc2F)n1,102,0.1
S=C1COC(c2ccc(Br)cc2)N1c1ccccc1 (stereo unspecified),106,0.2
CC(C)c1ccc(-c2nnn(CC(=O)OC3CCCCC3)n2)cc1,101,-0.4
O=C(CCCc1ccccc1)NCC1CCCO1 (stereo unspecified),103,0.2
CC(C)C(OC(=O)c1cccs1)C(=O)NC1CCCC1 (stereo unspecified),103,0.4
O=C(Cc1ccc(S(=O)(=O)N2CCCC2)s1)Nc1ccc(-c2nnc3n2CCCCC3)cc1,108,0.6
COc1cccc(C(=O)NC2CC3CCCC(C2)N3CC(=O)Nc2ccc(N(C)C)cc2)c1 (stereo unspecified),103,0.5
S=C(N=P(N1CCOCC1)(N1CCOCC1)C12CC3CC(CC(C3)C1)C2)N1CCCC1,102,0
Oc1ccc(Cl)cc1N=Cc1ccc(-c2ccc(Br)cc2)o1,100,-0.3
O=C1CCCN1CO,103,0.2
OC(CNc1ncnc2sccc12)c1ccccc1 (stereo unspecified),104,0.1
CC(=O)c1ccc(N2CCN(C(=O)CCc3nnc4n(C)c(=O)c5sccc5n34)CC2)cc1,102,-1
CCOc1ccccc1CN1CCc2nc(N3CCN(c4ccccc4F)CC3)ncc2C1,104,-0.2

A draw from above in order of molar mass, low to high.
molecule,PV pol inh,PV pol inh FP z-score
COc1ccc(C2=NOC(C(=O)NCC(C)C)C2)cc1 (stereo unspecified),100,0
CC(CCc1ccccc1)NC(=O)CSc1ccccc1Cl (stereo unspecified),101,0
COc1cccc(C(=O)NC2CC3CCCC(C2)N3CC(=O)Nc2ccc(N(C)C)cc2)c1 (stereo unspecified),103,0.5

(list continues)
molecule,PV pol inh,PV pol inh FP z-score
NNC(=S)c1cc(Cl)cc(Cl)c1,104,0.1
CCOc1cccc2sc(NC(C)=O)nc12,101,-0.2
CC(C)c1nn2c(=O)cc(COC(=O)c3ccc(NC(=O)COc4ccccc4)cc3)nc2s1,110,1
O=C(COc1ccc(F)cc1)Nc1ccc(Cl)c(-c2nc3ccccc3[nH]2)c1,111,0.3
CCOC(=O)CCSc1nc(C)cc(C(F)(F)F)c1C#N,101,-0.2
